CAL PDZ FP-1: CAL PDZ peptide-binding inhibitors, primary screen, biochemical, fluorescence polarization, Cer-tagged CAL PDZ, HTS | Golgi-associated PDZ and coiled-coil motif-containing protein (Homo sapiens), Q9HD26 | purified CAL PDZ, TMR-peptide fluorescence polarization, 1 h | inhibition, % at 20 µM | 0.02% of 330,000 active | AID 504414, 2011;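 active means highest replicate inhibition of at least 40%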;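 further: plate controls were DMSO neutral control wells for no effect and unlabeled competitor peptide control wells for full effect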
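Assay system – tagged CAL PDZ protein CerCALP, purified · Timing – 1 h at RT · Compound – single point, 20 µM · Measured by – fluorescence polarization from S- and P-plane intensities, G-factor corrected · Evaluation – inhibition from polarization loss · Probe or stimulus – TMR reporter peptide T*-PRC34 · Buffer or medium – pH 7.4 phosphate-saline buffer, reducing agent, detergent, IgG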
Rtt109 Vps75: inhibitors of C. albicans Rtt109/Vps75 HAT, primary screen, biochemical, ThioGlo CoA-SH fluorescence, plate reader | Histone acetyltransferase RTT109 (Candida albicans (strain SC5314 / ATCC MYA-2876)), … | purified Rtt109/Vps75, 4 h | inhibition, % at 34.9 µM | 0.16% of 330,000 active;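 active means inhibition of at least 50% in every replicate; inconclusive means best replicate reaches 50% inhibition but some replicates fall short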
NSD2 inh: NSD2 histone methyltransferase inhibitors, primary screen, biochemical, AlphaScreen, single concentration, set 2 | inhibition, % at 12.5 µM | NSD2 peptide methylation, 120 min | 0.54% of 310,000 active | Histone-lysine N-methyltransferase NSD2 (Homo sapiens), O96028; in the data active means inhibition above about 50%
SR-BI uptake up: activators of SR-BI mediated DiI-HDL uptake, primary screen, ldlA[mSR-BI] CHO cells, DiI fluorescence | 3 h; 100 = double the neutral-control signal | activation, % at 12.5 µM | 0.096% of 320,000 active;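 active means mean replicate activation of at least 60% and every replicate at or above 60%; inconclusive means mean or all-replicate condition met, but not both; inactive means mean below 60% and not all replicates reaching 60%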;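 further: 0% = median plate neutral-control signal and 100% = twice that signal; values of inactives mirror those of a sister screen read the other way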
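Material: SR-BI-overexpressing, LDLR-lacking CHO cells | Dosing: Single compound concentration, delivered by pin transfer | Probe or stimulus: Labelled HDL, 10 µg/mL | Signal: Bottom-read cell fluorescence after medium removal, ex 550/em 595 nm | Schedule: 3 h, 37 °C | Evaluation: HDL uptake via cellular fluorescence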
CAL PDZ FP-2: untagged CAL PDZ binding inhibitors, primary screen, biochemical, fluorescence polarization, HTS; 0.92% of 300,000 active; inhibition, % at 24.9 µM; AID 602252, 2012; purified CAL PDZ, TMR-peptide fluorescence polarization, 1 h;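 active means mean inhibition of at least 30% with at least half of replicates also reaching 30%; inconclusive means no clear call, values can overlap the other calls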;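 further: 0% = DMSO neutral control and 100% = excess unlabeled competitor peptide PRC23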
SR-BI HDL uptake: inhibitors of SR-BI mediated HDL lipid uptake, primary screen, ldlA[mSR-BI] cells, fluorescence, single point; Scavenger receptor class B member 1 (Mus musculus), Q61009; ldlA[mSR-BI] CHO cells, DiI-HDL uptake fluorescence, 3 h; inhibition, % at 12.5 µM; 0.96% of 320,000 active;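 active means mean replicate inhibition of at least 70% and a set share of replicates each scoring 70 or more; inconclusive means meets just one of the two criteria; inactive means fails both criteria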;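 further: 0% = median of neutral control wells and 100% = median of positive control wells; values of inactives mirror those of a sister screen read the other way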
Target sequence (Q61009 whole entry, looked up): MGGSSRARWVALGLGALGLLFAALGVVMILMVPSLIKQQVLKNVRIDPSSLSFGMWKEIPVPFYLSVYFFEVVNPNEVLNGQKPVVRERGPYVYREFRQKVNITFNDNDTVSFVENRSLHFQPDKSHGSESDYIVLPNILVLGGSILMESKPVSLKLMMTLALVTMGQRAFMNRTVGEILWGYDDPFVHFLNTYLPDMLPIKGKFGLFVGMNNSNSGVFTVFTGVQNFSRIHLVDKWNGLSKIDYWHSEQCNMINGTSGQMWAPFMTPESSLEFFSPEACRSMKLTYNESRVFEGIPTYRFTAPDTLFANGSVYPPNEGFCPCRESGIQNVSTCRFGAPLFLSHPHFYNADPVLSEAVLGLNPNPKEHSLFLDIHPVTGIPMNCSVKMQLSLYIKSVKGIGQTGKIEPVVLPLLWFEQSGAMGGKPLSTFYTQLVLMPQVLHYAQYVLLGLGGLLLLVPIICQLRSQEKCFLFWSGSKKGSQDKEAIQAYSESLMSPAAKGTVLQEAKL
MITF act: activators of MITF-driven TRPM1 promoter reporter, primary screen, cell-based, SK-MEL-5, luciferase, single point; SK-MEL-5 TRPM1-promoter luciferase, 24 h; % of positive control, neutral wells = 0; activation, % at 12.5 µM; 0.75% of 300,000 active; AID 588334, 2011;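 active means mean activation of at least 80% with every replicate also reaching 80%; inconclusive means mean reaches 80% but some replicate falls short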;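 further: 0% = neutral control wells and 100% = parthenolide positive control wells; values of inactives mirror those of a sister screen read the other way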
PvdQ inh: P. aeruginosa PvdQ acylase inhibitors, primary screen, biochemical, fluorescence, plate reader and imaging, single point; purified PvdQ acylase; inhibition, % at 10 µM; 0.063% of 340,000 active; AID 488965, 2010; in the data active means inhibition above about 30%, passing the limit was not always enough; inconclusive means no clear call, values can overlap the other calls;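 further: 0% = vehicle neutral wells and 100% = reference inhibitor wells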
PfHsp90 set2: growth inhibition of PfHsp90-expressing yeast, primary screen, antimalarial PfHsp90 inhibitor project, S. cerevisiae, BacTiter-Glo luminescence, single point, set 2; BacTiter-Glo ATP, 48 h; yeast lacking PDR1 and PDR3 efflux regulators; AID 504621, 2011; inhibition, % at 9.4 µM; 0.32% of 310,000 active;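 active means every replicate shows inhibition above about 80%, whatever the replicate mean, limit read from the data; inconclusive means mean inhibition reaches the set limit but some replicate falls short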;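 further: 0% = DMSO neutral controls and 100% = 20 µM radicicol positive controls; yeast relying on Plasmodium falciparum Hsp90 in place of its own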
dFosB act: activators of delta FosB homodimer, primary screen, biochemical, fluorescence polarization, TAMRA-CDK5 oligo, single point; purified delta FosB; percent of positive-control signal above neutral wells; 0.99% of 340,000 active; activation, % at 25 µM;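 active means mean activation above about 17%, with every replicate also reaching it, limit read from the data, passing the limit was not always enough; inconclusive means only one of the two conditions met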;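 further: fluorescence polarization rise as delta FosB binds a TAMRA Cdk5 AP-1 oligo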
Target sequence (P13346 whole entry, looked up): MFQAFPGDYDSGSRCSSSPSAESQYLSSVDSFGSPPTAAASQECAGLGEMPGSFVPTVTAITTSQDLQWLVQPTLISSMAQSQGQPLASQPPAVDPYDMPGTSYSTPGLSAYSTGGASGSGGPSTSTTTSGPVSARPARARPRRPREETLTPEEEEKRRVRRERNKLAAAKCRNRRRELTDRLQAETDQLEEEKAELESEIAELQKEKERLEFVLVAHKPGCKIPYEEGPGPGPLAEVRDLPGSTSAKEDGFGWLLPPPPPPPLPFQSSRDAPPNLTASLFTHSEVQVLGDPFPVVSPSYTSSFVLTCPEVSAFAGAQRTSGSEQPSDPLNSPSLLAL
* = called active by the depositor; ? = inconclusive; nt = no result given.

canonical_smiles,CAL PDZ FP-1,Rtt109 Vps75,NSD2 inh,SR-BI uptake up,CAL PDZ FP-2,SR-BI HDL uptake,MITF act,PvdQ inh,PfHsp90 set2,dFosB act
Oc1ccc(-c2cn3cc(C(F)(F)F)ccc3n2)cc1,0.0,2,-3,13,-3,-13,70,-12,14,-3
CN(CC(=O)Nc1ccc(F)cc1)c1ccc(S(=O)(=O)N2CCCC2)cn1,0.2,-1,-1,19,-2,-19,-12,-14,-24,-8
CC(=O)Nc1ccc(S(=O)(=O)NCCc2ccc(F)cc2)cc1,-2.4,0,0,14,nt,-14,0,-18,16,0
Cc1ccc(S(=O)(=O)N(CC(=O)Nc2cccc([N+](=O)[O-])c2)C2CCCCC2)cc1,-0.4,4,2,-1,-4,1,-5,-7,-23,0
COc1ccc(NC(=O)CCN2CCCCCC2)c(OC)c1,-1.0,nt,2,19,-3,-19,-1,10,3,-5
CC(C)c1onc(C(=O)Nc2ccc3c(c2)OCO3)c1[N+](=O)[O-],0.8,-2,6,15,-7,-15,20,-12,-10,-1
CCOC(=O)c1c(N)sc2c1CCSC2,-0.7,0,1,-21,-1,21,-8,8,-15,-2
O=C(c1noc2c1CCCCC2)N1CCN(C(c2ccccc2)c2ccccc2)CC1,-1.9,-10,-1,nt,-4,nt,0,-11,1,-3
Cc1ccc(C(=O)C(OC(=O)CN2C(=O)c3ccccc3C2=O)c2ccccc2)cc1C (stereo unspecified),-1.7,-5,1,-20,-1,20,6,-5,19,-7
CC1(C)C(=O)Nc2ccccc2N1C(=O)COC(=O)c1cc(Cl)cc(Cl)c1,0.0,4,6,-45,4,45,8,1,-13,-9
Cc1ccccc1OCCNc1cc(N2CCCCC2)ccc1[N+](=O)[O-],-2.0,-3,-5,-55,-2,55,nt,-8,30,-10
COc1ccn(C2CCCCO2)c(=O)n1 (stereo unspecified),0.5,-13,-1,7,19,-7,-6,-7,-12,6
N#Cc1ccccc1S(=O)(=O)N1CCN(C(=O)CCc2ccccc2)CC1,-0.6,-6,-1,1,-3,-1,-2,-18,-9,3
O=C(NN1C(=O)C2C3C=CC(C3)C2C1=O)c1ccncc1 (stereo unspecified),-1.4,4,-1,31,-2,-31,2,-2,15,0
C[C@]12C=CC(=O)C=C1CCC1C3CC[C@](O)(C(=O)CO)[C@@]3(C)CC3OC312 (stereo partly specified),0.0,-2,1,2,3,10,0,-4,-4,6
CCCCC(=O)Nc1ccc2c(c1)oc1ccccc12,-2.2,0,0,-9,56*,9,?,-9,19,-3
COc1cc(OC)c(OC)cc1/C=N/n1c(C)nnc1C,-0.6,1,0,-39,-3,39,4,-13,27,1
CC1CN(CCCCOc2ccc(F)cc2)CC(C)O1 (stereo unspecified),-1.9,2,0,14,-3,-14,-13,-1,2,-7
CC1CC2C3CCC4=CC(=O)CCC4(C)C3CCC2(C)C1(O)C(=O)CO (stereo unspecified),-0.1,-15,-1,1,0,-1,-9,4,-3,-6
O=C(CNc1cccc2ccccc12)N/N=C/C(Br)=C/c1ccccc1,-1.4,1,-2,-4,-3,4,-10,0,2,-7
CN(c1ccccc1C(=O)Nc1ccc(F)c(Cl)c1)S(C)(=O)=O,0.0,-5,-4,18,-2,-18,9,-11,-4,1
CC(=O)N1CCc2cc(S(=O)(=O)CCC(=O)NCc3ccco3)ccc21,-2.1,-9,-1,15,-1,-15,-3,-15,-28,1
C=CCC[C@@H](Cc1ccc(F)cc1)C(=O)O[C@H](CNC(=O)[C@H](CC=C)CC(=O)N(CCO)Cc1ccccc1)c1ccccc1,-0.2,2,nt,-37,-2,37,3,-3,-8,-9
CCOC(=O)c1c(-c2ccccc2)csc1/N=C/C1C(=O)CCCC1=O,-0.6,2,-2,19,1,-19,1,-11,11,-6
CN(C)C(=O)c1cccn1-c1ncc(C(F)(F)F)cc1Cl,0.5,7,3,9,1,-9,4,-10,-21,-2
CCN(C(=O)COC(=O)C1CCC(C(C)(C)C)CC1)c1c(N)n(Cc2ccccc2)c(=O)[nH]c1=O (stereo unspecified),-1.5,10,-1,-34,-7,34,-26,2,-1,3
COc1ccc(Cl)cc1NS(=O)(=O)c1cccc(C(=O)N2CC(C)OC(C)C2)c1 (stereo unspecified),-0.4,0,0,10,-3,-10,-7,-7,8,-5
CNC(=O)NC(=O)CN1C(=O)NC2(CCOc3ccccc32)C1=O (stereo unspecified),-0.7,-1,-1,22,-5,-22,-3,-11,-29,4
O=C(c1ccccc1)c1cnc2ccc(Cl)cc2c1N1CCOCC1,-0.9,-6,nt,11,nt,-11,-1,-7,-23,-5
CSc1nc2c([nH]1)c(=S)n(C)c(=O)n2C,-0.9,-7,-3,7,2,-7,-2,-4,-34,5
NC(=O)C1(N2CCCCC2)CCN(C(=S)NC2CCCC2)CC1,-1.0,nt,-2,0,-6,0,-7,-20,12,0
COc1cc(OC)cc(-c2c(-c3ccc(C(C)=O)cc3)c3cc(-c4cccc5[nH]ccc45)ccc3n2C)c1,0.5,-8,nt,-8,-3,8,4,-12,4,0
CCn1ncc(Br)c1C(=O)Nc1ccc(OC(F)(F)F)cc1,-1.5,-1,13,-8,-6,8,5,-14,-10,1
CN(C)CCCN(CCCNC(=O)/C=N/O)Cc1ccccc1,-0.5,3,0,29,-4,-29,0,0,10,5
Cc1cc(C)cc(NC(=O)CCn2cnc3cc(C)c(C)cc32)c1,-2.1,4,1,-10,-5,10,10,-8,-15,-18
COCC1OS(=O)(=O)NC(CC(=O)SC(C)(C)C)C1C (stereo unspecified),-1.0,4,nt,17,0,-17,-9,1,0,9
COc1ccc(OC)c(NC(=O)CN(C)S(=O)(=O)c2ccc(Cl)cc2)c1,-1.0,-9,0,-17,nt,17,-3,-13,3,-13
CCCCC1CCC(/C(N)=N/O)CC1 (stereo unspecified),0.1,-5,-3,11,-2,-11,nt,-20,nt,-1
Cc1cccc(OCC(=O)OCC(=O)Nc2sccc2C(N)=O)c1,-1.8,11,1,16,nt,-16,-5,6,-1,-8
Nc1ccc(S(=O)(=O)Nc2ccnn2-c2ccccc2)cc1,0.1,13,nt,12,-5,-12,-7,0,-5,1
COc1cccc(CNC(=O)c2n[nH]c3ccccc23)c1,-0.4,-7,-1,5,-7,-5,26,1,-14,-3
COc1ccc(OC)c(NC(=O)Cc2coc3ccc(C)cc23)c1,-3.4,1,0,-38,-1,38,1,-11,-8,-6
COc1ccc(C(=O)N2CCC(CCC(=O)Nc3cccc(C)c3)CC2)cc1,-2.2,-3,1,-44,-2,44,7,3,5,-11
CCOCCCn1c(SC(C)C(=O)NCC2CCCO2)nc2sc(C)c(C)c2c1=O (stereo unspecified),-1.3,4,2,1,14,-1,-4,-2,nt,0
Cc1cc(NC(=O)c2cc(-c3ccncc3)nc3ccccc23)ccc1Br,-2.0,-9,-3,-72,0,?,-1,-12,-12,4
COc1ccc(OC)c(/C=C/C(=O)OCC(=O)NC2CCCCCCC2)c1,-0.9,-4,-4,8,-1,-8,nt,-7,-41,-11
O=S1(=O)CCC(NS(=O)(=O)c2ccc3ccccc3c2)C1 (stereo unspecified),-0.1,-10,-2,nt,-2,nt,0,7,10,-10
Cc1occc1-c1nnc(SCC(=O)N2CCOCC2)o1,nt,-7,-2,13,2,-13,nt,-11,nt,-4
Cc1ccc2oc(-c3ccccc3)nc2c1,-0.3,-18,-2,27,0,-27,22,-13,-18,-11
COc1ccc(C(=O)/C=C/c2ccccc2C(F)(F)F)cc1,-0.2,5,-1,-32,-4,32,-15,-10,9,6
CC(c1ccccc1)N1CC(C(=O)Nc2ccc(F)cc2)CC1=O (stereo unspecified),-1.4,-5,-5,10,-4,-10,9,-16,-1,-3
O=C(N/N=C/c1cccnc1)c1ccc(Cl)c(Cl)c1,-1.4,-5,-1,-18,-3,18,12,-8,8,-7
CCCCOc1ccc(NC(=O)Nc2nnc(C)s2)cc1,-0.2,2,nt,5,60*,-5,1,-6,6,0
COc1cc(C(=O)OCC(=O)c2ccccc2)cc2c1OCCO2,-0.6,0,-8,-33,-3,33,35,0,nt,-11
CC(C)[C@@H](C(=O)NC1CCN(Cc2ccccc2)CC1)N1C(=O)N2CCc3c([nH]c4ccccc34)[C@@]2(C)C1=O,-0.1,22,nt,-15,2,15,3,-8,-23,-11
CCc1ccc(CN(C(=O)c2oc3ccccc3c2C)C2CCS(=O)(=O)C2)cc1 (stereo unspecified),-1.7,0,nt,40,nt,-40,4,-15,-37,-15
CCOP(=O)(OCC)/C(=C/N1CCCCC1)NC(=O)c1ccccc1,0.6,4,-1,16,-1,-16,-7,-19,24,4
CCCNC(=O)c1cc(Cl)c(NC(=O)C2=CSCCO2)cc1OC,-2.2,-4,11,-47,5,47,80,-10,-15,-7
O=C(c1nc2ccccn2c1CNCCn1ccc2ccccc21)N1CCOCC1,-2.0,-4,1,nt,-6,nt,5,-8,-6,-8
S=C(NCCc1ccccc1)NCc1cccs1,-2.7,-5,-1,32,-2,-32,21,-6,-7,7
O=C(O)CCn1c2c(c3ccccc31)CCCC2,1.1,-4,3,54,-5,-54,nt,-1,-18,-3
Cc1ccc(S(=O)(=O)N2CCOCC2)cc1C(=O)N1CCN(c2ccc(C(F)(F)F)cn2)CC1,-1.4,8,2,6,3,-6,-16,-5,7,-16

Assay outcomes from PubChem.
